ERa SRC1 inh = blocks coactivator binding to human estrogen receptor alpha; P03372; TR-FRET ER-alpha LBD / SRC-1 peptide, estradiol-bound; inhibition, % at 25.6 µM; hit rate 1.7% among 86,000; in the data active = inhibition above about 50%;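 also: 0% = receptor plus peptide control and 100% = peptide only without receptor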
CD11b adhes inh = blocks human CD11b/CD18 adhesion to fibrinogen | inhibition, % at 10 µM | K562 CD11b/CD18 adhesion to fibrinogen, ATPlite luminescence; Mn2+ added to activate the integrin | hit rate 0.54% among 93,000 | P05107+P11215;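 active = primary inhibition of 50% or more at 10 µM, then 40% or more on retest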; also: some results filed as inactive read as strong as hits
MT1-MMP txn act = MT1-MMP promoter transcription activation; hit rate 0.16% among 86,000; AID 750; activation factor at 10 µM; HT1080 MT1-MMP promoter luciferase reporter, luminescence, overnight; active compounds read high;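 active = activation factor of at least 2 for MT1-MMP transcription at 10 µM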
ERa coact pot = enhances coactivator binding to human estrogen receptor alpha. hit rate 1.3% among 86,000. coactivator binding (% of control), % at 25.6 µM. TR-FRET ERalpha-LBD/SRC-Cy5 coactivator binding, 2 h; 100 = basal binding, no effect. AID 639; in the data active = activity above about 200%;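 also: binding measured in presence of low estradiol as agonist stimulus; 0% = peptide alone without receptor and 100% = receptor with peptide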
FAK inh = FAK (human) kinase inhibition; Q05397; hit rate 0.84% among 97,000; biochemical FAK kinase activity assay; inhibition, %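 (tested at 7 µM)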; in the data active = inhibition above about 19%;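 also: 0% = DMSO and 100% = reference compound high control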
ERb SRC1 inh = ER-beta (human) coactivator binding inhibition. TR-FRET ER-beta LBD / SRC1-Cy5 peptide binding; receptor agonist-loaded with 1 µM estradiol. inhibition, % at 25.6 µM. hit rate 1.3% among 86,000;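 active = compounds whose percent inhibition of the receptor-coactivator binding signal exceeds about 50% in the single-dose screen, limit read from the data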;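 also: 0% = receptor plus peptide wells without compound and 100% = peptide-only wells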
Target sequence (Q92731 whole entry, looked up, the tested form may be a part): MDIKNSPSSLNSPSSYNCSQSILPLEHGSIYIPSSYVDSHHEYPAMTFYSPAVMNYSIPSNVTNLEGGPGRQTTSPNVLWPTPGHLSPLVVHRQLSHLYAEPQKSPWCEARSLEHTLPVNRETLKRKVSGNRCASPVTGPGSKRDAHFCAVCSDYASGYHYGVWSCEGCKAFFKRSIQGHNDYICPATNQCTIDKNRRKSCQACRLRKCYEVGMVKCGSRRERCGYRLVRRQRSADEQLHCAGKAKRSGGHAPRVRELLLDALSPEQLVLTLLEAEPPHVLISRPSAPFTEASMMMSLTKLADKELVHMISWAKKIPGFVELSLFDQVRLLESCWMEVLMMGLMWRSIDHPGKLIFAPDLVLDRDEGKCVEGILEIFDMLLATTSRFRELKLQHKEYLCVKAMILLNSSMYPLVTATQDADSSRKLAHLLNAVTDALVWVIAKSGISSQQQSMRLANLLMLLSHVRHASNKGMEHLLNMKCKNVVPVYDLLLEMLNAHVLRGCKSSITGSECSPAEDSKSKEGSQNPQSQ
E coli WT exp = blocks growth of wild type E. coli BW25113 | OD600 absorbance | growth inhibition, % at 100 µM | hit rate 0.15% among 98,000;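 active = growth inhibition above about 50% at one test dose, limit read from the data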;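 also: growth measured after 20 h incubation at 37 °C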
CD11b adhes enh = enhancers of human CD11b/CD18 binding to fibrinogen; P05107+P11215; K562 CD11b/CD18 adhesion to fibrinogen, ATPlite luminescence; activation, % at 10 µM; hit rate 0.07% among 93,000;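 active = 10 µM primary screen giving 50% or more activity, confirmed by 40% or more on retest at that dose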; also: strong numbers were not always called active; reference of the scale not given here
PLAP act = activators of human placental alkaline phosphatase; P05187; purified PLAP enzyme, luminescent substrate read-out; active compounds read high; activation fold at 20 µM; hit rate 1.2% among 96,000; AID 696; in the data active = activation fold above about 2
Target sequence (P05187 whole entry, looked up): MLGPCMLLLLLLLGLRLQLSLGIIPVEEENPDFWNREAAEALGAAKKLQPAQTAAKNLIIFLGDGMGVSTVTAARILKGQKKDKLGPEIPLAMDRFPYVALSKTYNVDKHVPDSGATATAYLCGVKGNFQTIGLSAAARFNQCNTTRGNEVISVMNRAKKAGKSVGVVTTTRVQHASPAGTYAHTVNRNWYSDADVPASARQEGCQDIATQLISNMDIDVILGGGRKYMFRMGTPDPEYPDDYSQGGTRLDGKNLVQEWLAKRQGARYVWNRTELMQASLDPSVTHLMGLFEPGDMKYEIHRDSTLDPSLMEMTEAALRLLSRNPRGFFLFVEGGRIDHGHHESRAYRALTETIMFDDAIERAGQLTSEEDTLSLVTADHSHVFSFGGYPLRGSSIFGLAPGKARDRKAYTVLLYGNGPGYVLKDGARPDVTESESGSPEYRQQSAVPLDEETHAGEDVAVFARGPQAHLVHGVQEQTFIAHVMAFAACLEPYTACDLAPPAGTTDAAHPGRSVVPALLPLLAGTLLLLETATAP
The depositor's hits bear a star; · = no result given; [ ] = dose if it differs, or a comment.

structure,MT1-MMP txn act,E coli WT exp,ERa SRC1 inh,ERa coact pot,FAK inh,ERb SRC1 inh,CD11b adhes enh,PLAP act,CD11b adhes inh
OCCN1CCN(c2nc(-c3ccccc3)nc3c2oc2ccccc23)CC1,0.9,-2,0,100,4,1,9,1.5,1
COCCn1c(=S)[nH]c2cc(C(=O)NCC3CCCO3)ccc2c1=O (stereo unspecified),1.2,-7,-9,104,-2,-3,0,1.1,-3
CCOC(=O)Nc1ccc(NC(=O)c2c(OC)cccc2OC)cc1,1.2,-6,3,82,-3,-1[fluorescence artefact?],3,1.1,0
CC(C)C1N=C(c2ccc3c(c2)OCO3)CC(c2ccccc2O)N1 (stereo unspecified),2*,21,-5,111,-1,-5,4,1,6
Cc1nc(NC(=O)CN2CCOCC2)sc1-c1ccccc1,1.3,3,1,98,0,-5,0,1.1,-13
Cc1cc(NCCN2CCOCC2)n2ncc(-c3ccccc3)c2n1,1.4,4,-9,99,8,-10[fluorescence artefact?],-7,1.4,0
C=CCn1c(Cn2nnc3ccccc32)nnc1SCC(=O)N/N=C/c1cc(Br)cc(OC)c1O,·,-19,·,·,-2,·,-1,1.2,4
COc1ccc(-c2nnc(SCC(=O)NCc3cccs3)n2C)cc1,1.4,·,23[fluorescence artefact?],102,0,15,·,·,·
O=C(Nc1cccc(Cl)c1)OCc1cncs1,1.4,23,-13,96,-1,0,0,0.8,-1
CCCNC(=O)c1cn(CC)c2cc(N3CCN(C)CC3)c(F)cc2c1=O,1,100*,7,89,1,0,-2,1.5,-1
COc1ccc(NC(=O)CN2CCN(S(=O)(=O)c3ccc(F)cc3)CC2)cc1Cl,1,-3,-13,120,-1,0,2,1.1,-21
CCn1cc(C(=O)OCC(=O)NCc2ccc3c(c2)OCO3)c(=O)c2ccc(C)nc21,1,-5,6,112[fluorescence artefact?],1,11,-4,0.9,-22
C=CCn1c(SCC(=O)c2ccc(OC)cc2)nnc1-c1cc2cccc(OC)c2o1,1,-14,14,162[fluorescence artefact?],-7,17,3,0.8,1
CCOC(=O)CSc1nc2sc3c(c2c(=O)n1C1CCCCC1)CCN(C)C3,0.9,·,5,98,4,-5,·,·,·
CCN(CC)CCCNc1nc2ccccc2[nH]1,1.1,7,1,106[fluorescence artefact?],0,-8,2,1,-54
O=C(c1ccccc1C(=O)N1CCN(c2ccc(F)cc2)CC1)N1CCN(c2ccc(F)cc2)CC1,1.1,0,-13,123,2,-3,2,1.5,6
CCOC(=O)CNS(=O)(=O)c1c(C)noc1C,1.2,4,-7[fluorescence artefact?],121,1,-8,2,1.1,-2
Cc1nn(CCC(=O)NNC(=S)Nc2ccc(F)cc2)c(C)c1[N+](=O)[O-],1.3,·,0,105,-2,-2,·,·,·
CCOCCCNCc1cccc(OC)c1,1,7,0,93,-1,25,4,1,-60
CCC1(C)OCC(Cn2c3ccccc3c3ccccc32)O1 (stereo unspecified),1.1,·,-10,105,0,6,·,·,·

Sorted by the number under FAK inh (lowest first): some entries from above
Structure	FAK inh
C=CCn1c(SCC(=O)c2ccc(OC)cc2)nnc1-c1cc2cccc(OC)c2o1	-7
CC(C)C1N=C(c2ccc3c(c2)OCO3)CC(c2ccccc2O)N1 (stereo unspecified)	-1
CCCNC(=O)c1cn(CC)c2cc(N3CCN(C)CC3)c(F)cc2c1=O	1
Cc1cc(NCCN2CCOCC2)n2ncc(-c3ccccc3)c2n1	8

Other results:
structure,MT1-MMP txn act,E coli WT exp,ERa SRC1 inh,ERa coact pot,FAK inh,ERb SRC1 inh,CD11b adhes enh,PLAP act,CD11b adhes inh
CC(=O)Nc1ccc(Cc2ccncc2)cc1,1.2,8,-2,111[fluorescence artefact?],1,-1,-4,1,-11
Cc1[nH]nc(N=CC2=C(O)CC(C)(C)CC2=O)c1-c1ccccc1,1.3,-2,1,135,·,-5,5,1,-36
Cn1c(=O)c2c(nc(SCC(=O)NCc3ccc4c(c3)OCO4)n2Cc2ccccc2)n(C)c1=O,1.1,-8,7,108[fluorescence artefact?],-1,10,·,1.5,·
CC1=C(C(=O)OCC2CCCO2)C(c2ccccc2)NC(=O)N1 (stereo unspecified),1,-7,-5,96,-4,-4,-7,1,-2
CC(C)CCN1CCNC(=O)C1CC(=O)Nc1ccc(F)cc1 (stereo unspecified),1,8,-13,99,-2,-2,2,1.2,-7
CCCNC(=O)c1cc(-c2ccco2)on1,1.3,5,0,107,2,-6,·,·,·
COc1ccc(C2=NN(C(C#N)c3ccc(OC)c(OC)c3)C(c3ccccc3)C2)cc1 (stereo unspecified),·,-21,·,·,6,·,-4,1.7,-10
CCCCOc1ccc(CNC(=O)NS(=O)(=O)c2ccc(OCC)cc2)cc1,1.1,-7,4,96,-6,-16,-2,1.5,2
COc1cccc(-n2c(SCC(=O)NC(C)(C)C)nnc2-c2ccoc2C)c1,1.1,0,-4,128,-1,-1,-2,1,-3
Cc1ccc(-c2nc3ccccc3s2)cc1NC(=S)NC(=O)/C=C/c1ccco1,·,0,·,·,-4,·,4,1,-1
CCOC(=O)COc1cc2c(C(=O)OCC)c(C)oc2cc1Br,1.2,-2,5[fluorescence artefact?],156,6,1,-2,0.9,-4
CCC(CC)C1C(C#N)=C(N)Oc2n[nH]c(-c3ccccc3)c21 (stereo unspecified),1.1,-8,-3,103,1,-1,-4,0.8,3
O=C(NCC1CCCO1)c1cc2ccccc2[nH]1 (stereo unspecified),0.8,2,-1,113,·,6,-3,0.8,-8
COc1ccc(NC(=O)c2ccco2)cc1NC(=O)c1ccc(C)cc1,·,-2,11,146,-2,8,2,1.2,-14
CC(C)Oc1ccc(C(CC(=O)O)NC(=O)c2cccs2)cc1 (stereo unspecified),1.2,-11,-4,92,-1,4,-3,1.2,37
O=C(NCC1COCCO1)C1CCN(S(=O)(=O)c2ccccc2)CC1 (stereo unspecified),1,0,-8,85[fluorescence artefact?],3,3,-4,1.1,-36
Cc1ccc(C(=O)c2cncc(Br)c2)cc1,1.2,9,-4,117,3,-10,0,1,4
O=C(O)c1ccccc1CSc1nc2ccccc2o1,1.2,4,-3,103,3,-4,-2,0.8,-4
COc1ccc(OC)c(S(=O)(=O)NCCc2ccccc2)c1,1.3,1,5[fluorescence artefact?],101,-5,-2[fluorescence artefact?],4,1.1,-18
O=C(Cn1nc(C(F)F)cc1C(F)F)NNC(=S)Nc1ccc(F)cc1,·,4,·,·,0,·,-2,2.4*,-6

structure,MT1-MMP txn act,E coli WT exp,ERa SRC1 inh,ERa coact pot,FAK inh,ERb SRC1 inh,CD11b adhes enh,PLAP act,CD11b adhes inh
COCCCn1c(SCc2nnc(-c3ccc(OC)c(OC)c3)o2)nnc1-c1ccncc1,1.2,·,-5,105,1,-10,·,·,·
COc1ccc(C)cc1NC(=O)COC(=O)C1CC1,·,3,·,·,1,·,-2,0.8,3
Cc1ccc(-c2ccc(=O)n(CC(=O)NCCCN3CCCCC3)n2)cc1,1.1,-8,-7,168,2,-6,·,1.4,·
O=c1oc2ccccc2c(N2CCCCC2)c1CN1CCCC1,1.3,·,1,108[fluorescence artefact?],-1,-12,·,·,·
CCCCN(CC)C(=O)Cc1ccccc1OC,1.1,-1,-7,105,-1,-15,·,1.1,·
O=C(CSc1nc2ccccc2o1)Nc1nc2ccccc2s1,1.4,-4,1[fluorescence artefact?],134[fluorescence artefact?],-6,4[fluorescence artefact?],83*,0.9,9
COc1cccc(C(=O)CSc2nc3cccnc3n2C)c1,1.1,·,14,103,0,10,·,·,·
CCCCN1C(=O)CC(Sc2ccccc2C(=O)O)C1=O (stereo unspecified),1.3,2,-8,100,-2,-6,·,1.1,·
Cc1ccc(OCCn2ccc(=O)[nH]c2=O)cc1C,1.2,0,5,90,1,2,-6,1,-4
Cc1cccc(NC(=S)NNC(=O)c2sccc2C)c1,·,-4,·,·,0,·,-5,2.1*,13
CC(C)C(c1nnnn1C1CCCCC1)N1CCc2ccccc2C1 (stereo unspecified),1.2,2,-2,116,6,-8,-3,0.9,6
COC(=O)c1ccc(NC(=O)CSc2nnc(COc3ccc4c(c3)CCCC4)o2)cc1,1.1,-6,·,·,-1,·,-5,1,-7
CCCCSCc1ccc(C(=O)O)o1,1,·,4,91,1,-1[fluorescence artefact?],·,·,·
COc1ccc2[nH]c(C)c(CCN(Cc3cccs3)C(=S)Nc3cccc(F)c3)c2c1,·,-21,-5,105,8,-1,12,1.2,3
O=C(c1cccs1)N1CCC(N2CCN(c3ccccc3)CC2)CC1,1,3,-7,99,·,2,-1,1.8,4
COCCN(C(=O)C(C)C)c1nnc(-c2ccc(C)cc2)s1,1.4,10,-7,97,2,1,·,1.3,·
O=C(c1ccc2ccccc2n1)N1CCN(c2ccccc2)CC1,0.9,0,-3,93,-1,-5,8,1,-30
Cc1ccc(CNC(=O)c2ccc(NC(=O)CCS(=O)(=O)c3cccs3)cc2)cc1,·,-18,5,130,-2,-1,-6,0.8,-4
COCCCNC(=O)CCc1ccc(S(=O)(=O)Nc2ccc(C)cc2)cc1,1,-2,-4,105,0,-11,-1,0.9,-24
Cc1ccc(S(=O)(=O)N2C(=S)SCC2(C)C)cc1,1,1,-7,104,-2,-3,-4,0.7,-13

structure,MT1-MMP txn act,E coli WT exp,ERa SRC1 inh,ERa coact pot,FAK inh,ERb SRC1 inh,CD11b adhes enh,PLAP act,CD11b adhes inh
CCN(CC)Cc1c[nH]c2c(C(=O)OC)cccc12,1.3,0,-5,134,·,-11[fluorescence artefact?],·,·,·
Nc1nc(SCC(=O)Nc2ccccc2-c2ccccc2)n[nH]1,1.2,3,-1,106,2,-3,2,1.5,-11
CCc1ccc(NC(=O)CCn2c(=O)oc3ccccc32)cc1,1.4,-5,4,109,0,-13[fluorescence artefact?],-5,1,4
Cc1cccc(C2CC(c3ccc(Cl)cc3)Nc3nc(N)nn32)c1 (stereo unspecified),1.1,-4,4,105[fluorescence artefact?],1,-7,6,1.3,-16
O=C(NCc1ccc2c(c1)OCO2)c1nnc(Cc2ccc(Cl)cc2)o1,1.1,·,-3,117,·,-3[fluorescence artefact?],·,·,·
CC(C)(C)c1ccc(OCC(=O)NCCN2CCCC2)cc1,1.1,-1,3,102,0,-2,3,1,-8
CCCOc1ccc(N2C(=O)CC(NCc3ccncc3)C2=O)cc1 (stereo unspecified),1.2,0,6,109,-1,0,-2,1.3,-4
CCCC(=O)c1cc(F)c(N2CCOCC2)cc1C,1,6,-10,111,0,-12,5,1.1,-13
Cc1ccc(-c2nn(-c3ccccc3)cc2CN(Cc2ccccc2)C(=O)c2ccco2)o1,1.1,-21,12[fluorescence artefact?],100,1,9[fluorescence artefact?],4,1.3,-8
CCn1nnnc1SCC(=O)Nc1ccc(OCc2ccccc2)cc1,1.4,-16,5,118,0,1,·,·,·
CN(C)c1nc(SCc2ccc(Cl)cc2)nc2c1CCCC2,·,0,·,·,-2,·,1,1,21
Cc1cn(-c2ccc(Br)cc2)[nH]c1=O,1.3,-10,-12,106,5,-14,1,1,-52
COc1cc(C)nc(Oc2ccc(OCc3ccccc3)nn2)n1,·,2,4,99,0,-3,-3,0.9,5
Cc1ccc(C(=O)CCNc2ccccc2)o1,1.2,7,24,80[fluorescence artefact?],7,15,0,0.9,0
Cc1ccc2nc(/C(C#N)=C/c3cn[nH]c3-c3ccc(F)cc3)[nH]c2c1,1.1,-9,-12[fluorescence artefact?],97[fluorescence artefact?],16,-13[fluorescence artefact?],2,1.7,5
CCOC(=O)C1CCN(C(=O)C2c3ccccc3C(=O)N(C)C2c2ccc(OC)cc2)CC1 (stereo unspecified),1,2,-79[fluorescence artefact?],121,-3,-1[fluorescence artefact?],12,1.5,-6
CCCN1Cc2cccc(C(=O)N3CCN(c4cc(Cl)ccc4C)CC3)c2C1=O,1,4,-2,109,-2,4,8,1.6,10
